# PPC-1+TRAIL kill = kills PPC-1 cancer cells in the presence of TRAIL | 0.41% of 220,000 active | cell killing (% activity), % at 4 µM | PPC-1 cells + TRAIL, ATPLite viability luminescence;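 active = cell killing above 50% in the first pass at 4 µM, then a duplicate retest at 5 µM averaging 50% or more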;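 also: plate controls were cells with TRAIL plus DMSO for no effect and medium-only wells lacking cells for full effect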
# zfTRPN1 agonist = zebrafish TRPN1 (NompC) channel agonism; 0.18% of 220,000 active; activation, % at 3 µM; AID 1424; HEK293 zebrafish TRPN1-YFP, Fluo-8 calcium fluorescence; 100% = response to 87 µM carbachol;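 active = activation above its plate's cutoff, the mean activation of test wells on that plate plus 3 SD, cut at about 19% in these data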;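 also: 0% = DMSO alone and 100% = 87 µM carbachol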
#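 Material – zebrafish TRPN1-YFP in HEK293 cells · Doses – 3 µM single point · Schedule – dye 1 h 37 °C plus 30 min RT · Signal – Fluo-8 calcium fluorescence, excitation 470-495 nm, emission 515-575 nm · Read-out – % activation versus carbachol response · Control set – carbachol high, DMSO low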
# EP2 modulator = EP2 receptor (human) modulation. EP2-expressing cells, cAMP HTRF FRET, PGE2 co-stimulation. induction, % at 25 µM. 0.83% of 260,000 active;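 active = compounds whose cAMP rise, as percent of the full-agonist control response, exceeds 60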;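 also: rat C6 glioma line stably carrying human EP2 under a CMV promoter; the protocol text gives 20 µM as final concentration; 100% = response of wells given 1 µM PGE2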
# Target sequence (P43116 whole entry, looked up): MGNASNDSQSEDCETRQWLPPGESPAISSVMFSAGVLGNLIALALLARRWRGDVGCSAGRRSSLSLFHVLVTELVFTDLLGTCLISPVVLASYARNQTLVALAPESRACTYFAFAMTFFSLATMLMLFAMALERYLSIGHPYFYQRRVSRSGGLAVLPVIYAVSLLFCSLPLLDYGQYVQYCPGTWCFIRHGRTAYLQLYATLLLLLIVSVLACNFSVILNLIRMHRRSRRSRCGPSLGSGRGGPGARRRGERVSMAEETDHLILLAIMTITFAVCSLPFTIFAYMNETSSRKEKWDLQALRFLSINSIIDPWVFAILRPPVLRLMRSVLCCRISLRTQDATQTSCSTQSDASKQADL
# CHOP inh = CHOP inhibition in unfolded protein response. CHO-K1 CHOP-promoter luciferase, tunicamycin-induced, 15-18 h. inhibition, % at 10 µM. 3.8% of 220,000 active. AID 2732;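 active = compounds that reduced the stress-induced luciferase reporter signal by more than about 70% of percent inhibition, limit read from the data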;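 also: 0% = tunicamycin plus vehicle and 100% = wells without tunicamycin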
# NPY-Y1 PAM-ag = human NPY-Y1 potentiation or agonism, primary screen | P25929 | NPY-Y1 expressing cells, potentiator/agonist activation | activation, % at 3.6 µM | 0.37% of 220,000 active | AID 1304; in the data active = activation above about 33%, passing the limit was not always enough;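 also: cells stimulated with NPY at EC10 then isoproterenol at EC100; 0% = low agonist plus stimulus and 100% = saturating agonist plus stimulus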
# Target sequence (P25929 whole entry, looked up): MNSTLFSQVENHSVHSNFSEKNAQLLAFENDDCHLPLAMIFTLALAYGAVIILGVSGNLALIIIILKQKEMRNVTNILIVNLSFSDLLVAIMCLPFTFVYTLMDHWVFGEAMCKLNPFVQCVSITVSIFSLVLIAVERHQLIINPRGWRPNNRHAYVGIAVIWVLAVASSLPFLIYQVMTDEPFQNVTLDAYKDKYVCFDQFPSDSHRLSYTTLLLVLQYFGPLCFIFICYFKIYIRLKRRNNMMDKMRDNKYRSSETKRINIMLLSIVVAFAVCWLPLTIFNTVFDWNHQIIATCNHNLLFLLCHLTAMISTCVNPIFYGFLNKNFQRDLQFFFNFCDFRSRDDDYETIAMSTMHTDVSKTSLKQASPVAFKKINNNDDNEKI
# TRPML3 agonist = activates the human TRPML3 channel. Q8TDD5. HEK293 TRPML3-YFP, Fluo-8 calcium fluorescence; 100% = the carbachol control signal. activation, % at 3 µM. 0.29% of 220,000 active. AID 1448;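 active = activation above its plate's cutoff, the mean activation of the plate's test wells plus 3 SD, cut at about 12% in these data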;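 also: 0% = DMSO only wells and 100% = carbachol wells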
#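 system = HEK293 cells stably carrying human TRPML3-YFP | doses = one concentration, 3 µM nominal, 0.3% DMSO | timing = dye loading 1 h 37 °C then 30 min ambient, 125 s read | detection = Fluo-8 calcium dye fluorescence, ex 470-495, em 515-575 nm | benchmarks = high control carbachol 87 µM, low control DMSO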
# PGE2 EP2 inh = blocks the human prostaglandin E2 receptor EP2; C6 glioma cells expressing human EP2, cAMP TR-FRET; cells stimulated with saturating PGE2; 0.52% of 260,000 active; P43116; inhibition, % at 25 µM; AID 1422;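 active = percent inhibition above 40 after rounding to a whole number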;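 also: rat C6 glioma host cells with rolipram phosphodiesterase inhibitor present; the protocol text gives 20 µM as final concentration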
# 14-3-3 Bad PPI = disrupts binding of bovine 14-3-3 zeta to phospho-Bad peptide; TR-FRET 14-3-3zeta/Dy647-pBad peptide displacement, 1 h; inhibition, % at 21.7 µM; 0.71% of 220,000 active;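 active = inhibition above about 70%, limit read from the data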;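 also: 0% = full 14-3-3 plus peptide FRET controls and 100% = background without 14-3-3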
# Target sequence (P63103 whole entry, looked up): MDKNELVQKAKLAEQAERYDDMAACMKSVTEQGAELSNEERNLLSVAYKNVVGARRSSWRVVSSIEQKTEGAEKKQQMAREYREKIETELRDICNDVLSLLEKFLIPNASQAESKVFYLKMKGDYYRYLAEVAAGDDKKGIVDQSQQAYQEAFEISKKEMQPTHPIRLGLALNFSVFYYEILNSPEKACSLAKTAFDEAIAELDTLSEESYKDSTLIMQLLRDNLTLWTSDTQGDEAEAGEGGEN
# NPY Y1 blocker = antagonists of human neuropeptide Y receptor Y1 | HEK293-CNG Y1 cells, membrane potential fluorescence; NPY at EC95, then isoproterenol | inhibition, % at 3.6 µM | 1% of 200,000 active | AID 1040;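 active = inhibition above the campaign mean inhibition of all tested compounds plus 3 SD, cut at about 20% in these data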;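 also: 0% = DMSO wells given NPY plus isoproterenol and 100% = isoproterenol alone without NPY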
#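 Material: HEK293 Y1/CNG channel cell line; also added: NPY (25 nM), isoproterenol (1 µM), Ro 20-1724 (25 µM); doses: one concentration, 3.6 µM, in 0.4% DMSO; schedule: compound incubation 1 h at room temperature, readout 45 min post-stimulation; technique: membrane potential fluorescence; measure: fluorescence ratio normalized to % inhibition between controls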
# * marks the source's active call; other numbers are inactive results; . = not tested or not shown; & = joins results of further samples; [ ] = another dose, or the depositor's remark. Some of the compounds tested; count on the stated rates, not on these rows.
molecule	PPC-1+TRAIL kill	zfTRPN1 agonist	EP2 modulator	CHOP inh	NPY-Y1 PAM-ag	TRPML3 agonist	PGE2 EP2 inh	14-3-3 Bad PPI	NPY Y1 blocker
NC(=O)c1ncn([C@@H]2O[C@H](CO)[C@@H](O)[C@H]2O)c1O	32	0.4	9&22	5&4	22	0.5	6&14	-15	1
O=C(NCc1ccccn1)C1CC(c2ccccc2Cl)=NO1 (centres undefined)	8	0.9	-51&-49	-14	0	-0.2	11&10	0	0
CN(NC(=O)NN)c1ncc(C(F)(F)F)cc1Cl	1	1.1	2	26	19	0.6	18	-13	7
COc1ccc(NC(=O)CCN2CCCCC2)cc1	27	-0.7	-4&-30	-4	13	0.2	4&12	0	-1
Cc1ccc(CNc2ncnc(N)c2[N+](=O)[O-])cc1	-3	0.5	-24	30	14	0.7	2	-4	-2
O=C(CN(C1CC1)S(=O)(=O)c1ccc(S(=O)(=O)NC2CCCCC2)cc1)Nc1ccccc1	-11	0.8	-4	40	-9	0.3	7	1	-4
Cc1cc(Cl)ccc1OC(C)C(=O)Nc1ccc([N+](=O)[O-])cn1 (centres undefined)	4	-1.5	-83	75*	-3	0.2	8	-13	-1
COc1ccccc1N1C(=O)S/C(=C\c2cc(C)n(C)c2C)C1=O	4	0.1	-18	3	-3	-0.2	0	1	-4
O=C(NCSc1ccnc(SCNC(=O)c2ccc(F)cc2)n1)c1ccc(F)cc1	-4	-0.2	12	44	2	1.0	4	22	3
O=C(CSCc1ccc(Cl)cc1)NCCSCc1ccco1	0	-2.3	-12	13	-26	-0.3	5	2	8
O=C(COc1cccc(NC(=O)c2ccco2)c1)c1ccccc1	0	0.9	-39&-84	-10	0	0.2	10&12	20	-3
COC(=O)c1c(C)oc(C)c1S(=O)(=O)N1CCCC1	5	-0.4	2	8	-5	0.3	11	-15	.
CCOc1ccc(NC(=O)c2nn(-c3ccc(OC)cc3OC)c(=O)c3ccccc23)cc1	20	1.4	19	34	7	0.4	14	-8	-2
COc1cc(NC(=O)Nc2cccc(C(C)=O)c2)cc(OC)c1OC	-6	-0.2	-15	18	-8	0.8	7	-6	-1
CCCC(=O)Nc1nc(-c2ccc3c(c2)OCCO3)cs1	-19	3.5	-13	13	15	2.2	14	6	-2
CCn1ncc(C2=NOC(C(=O)Nc3c(C)n(C)n(-c4ccccc4)c3=O)C2)c1C (centres undefined)	10	0.9	7	-17	0	1.2	16	2[fluorescence artefact?]	-1
CCc1nc2ccccc2c(C(=O)OC2CCCCC2=O)c1C (centres undefined)	-2	-0.4	-39	13	-8	0.3	4	-5	5
CC1=C(c2ccccc2)C(=S)NC(C)(C)C1	-6	2.2	25	-5	19	0.9	10	-1	.
COc1ccccc1N1C(=O)CC(Sc2ncccc2C(=O)O)C1=O (centres undefined)	14	-0.5	20	29	-4	0.8	4	5	-3
CC(CC(=O)C1C(C)C=CCC1(C)C)NNC(N)=O (centres undefined)	12	2.9	-7	10	3	0.6	5	-4	2
CC(C)OC(=O)CSc1nc(N)c(C#N)c(-c2cccs2)c1C#N	1	6.7	2	22	-4	1.3	8	-1	-1
O=C(NNS(=O)(=O)c1cccc(Cl)c1Cl)c1cccc(S(=O)(=O)N2CCOCC2)c1	11	0.4	20	6	-10	1.0	9	5	1
CCC(C)(C)NC(=O)C(c1ccc(OC)cc1)N(Cc1ccco1)C(=O)CCC(=O)Nc1cc(C)on1 (centres undefined)	14	-0.6	38	29	-14	0.3	18	3	0
O=C(c1ccc(Cl)c(Cl)c1)N1CCC(=O)N(C(COCc2ccccc2)Cc2ccccc2)CC1 (centres undefined)	-1	-2.2	15	51	-42	-0.2	10	-3[fluorescence artefact?]	6

# Structures above that bear a hit mark in CHOP inh:
smiles | EP2 modulator | CHOP inh | NPY-Y1 PAM-ag | TRPML3 agonist | 14-3-3 Bad PPI
Cc1cc(Cl)ccc1OC(C)C(=O)Nc1ccc([N+](=O)[O-])cn1 (centres undefined) | -83 | 75* | -3 | 0.2 | -13

# (next part)
molecule	PPC-1+TRAIL kill	zfTRPN1 agonist	EP2 modulator	CHOP inh	NPY-Y1 PAM-ag	TRPML3 agonist	PGE2 EP2 inh	14-3-3 Bad PPI	NPY Y1 blocker
O=C(CSc1nnnn1-c1ccccc1)Nc1ccc(N2CCOCC2)cc1	-2	1.5	-4	7	10	1.3	5	-2	3
CCCCN(CCCC)S(=O)(=O)c1ccc(N2CCCC2=O)c([N+](=O)[O-])c1	.	-0.8	.	.	11	-0.4	1	.	-3
NS(=O)(=O)c1ccc(CCNC(=O)CN2CCN(c3ccc(F)cc3)CC2)cc1	22	2.0	9	34	9	0.6	7	-31[fluorescence artefact?]	-3
COc1ccc(Nc2nnc(SCC(=O)NC(=O)Nc3ccc4c(c3)OCCO4)s2)cc1	4	0.9	-3	9	6	0.6	11	4	-1
Cc1cccc(N(C(=O)c2nsc(Cl)c2Cl)C(C(=O)NC2CCCC2)c2ccc(O)cc2)c1 (centres undefined)	13	-2.4	43	1	-16	-1.6	14	0[fluorescence artefact?]	-1
CCCC(C(=O)NC1CCCC1)N(CCCN1CCOCC1)C(=O)c1snc(C(N)=O)c1N (centres undefined)	8	0.5	27	15	-1	0.4	6	17	2
COc1ccc2nc(NC(=O)C3CCN(S(=O)(=O)c4cnc[nH]4)CC3)sc2c1	18	-0.9	-27	-1	2	0.4	12	8	0
COCCNC(=O)c1c(N)n(/N=C/c2ccc(F)cc2)c2nc3ccccc3nc12	16	-0.2	-6	-24	-10	0.0	16	-8	.
CCOP(=O)(C1=C(O)C(=O)C(C(C)(C)C)=CC1=O)c1ccccc1 (centres undefined)	12	0.1	8	11	4	1.2	6	-4	-1
O=C(COc1cccnc1[N+](=O)[O-])NCCc1ccc(Cl)cc1	2	0.1	-24	4	10	0.2	8	6	5
CCN(C(=O)CCc1nc(-c2ccc(OC)cc2)no1)c1cc(OC)ccc1OC	19	-1.3	22	36	-21	-0.2	12	-9	0
Cc1c(C(O)CN2CCN(Cc3ccc4c(c3)OCO4)CC2)c2ccccc2n1C (centres undefined)	19	0.8	-33	-21	-10	0.8	0	5	9
COc1cc(-c2nc(S(=O)(=O)c3ccc(Cl)cc3)c(N3CCOCC3)o2)cc(OC)c1OC	15	-0.9	5	40	-43	0.6	8	-8	4
CN(C)CCCNCCNC(=O)/C=N\O	-2	-0.4	42	26	20	0.5	11	4	-3
Cc1ccc(CCN2CC(C(=O)NCCCN3CCOCC3)CC2=O)cc1 (centres undefined)	-6	0.7	-13	-20	13	0.6	-3	9	4
COc1ccc(-c2[nH]c(-c3ccccc3)nc2SCC(=O)NCc2ccco2)cc1OC	-4	-0.5	-24	6	-16	-0.6	14	4	8
COc1ccc(S(=O)(=O)N2c3ccccc3OCC2C)cc1 (centres undefined)	-20	-1.4	15	5	4	-0.9	7	3	12
CC1CCN(c2c(NCC3CCC(C(=O)NCCc4ccc(Cl)cc4)CC3)c(=O)c2=O)CC1 (centres undefined)	-3	-1.6	24	10	-5	-0.1	8	-4	.
CCn1c(SCC(=O)Nc2ccc(-c3nc4ccc(C)cc4s3)cc2)nnc1-c1ccccc1	9	1.3	4	16	-6	0.6	8	91*[fluorescence artefact?]	18
O=C(NNS(=O)(=O)c1ccc(F)cc1)c1sccc1-n1cccc1	18	-0.8	9	-4	-14	0.8	5	-7	-3
COCC(=O)N(C)c1nnc(-c2ccc([N+](=O)[O-])cc2)s1	10	-0.7	-12	-5	5	0.3	5	1	-1
Cc1ccccc1NC(=O)COC(=O)c1ccc(S(C)(=O)=O)c([N+](=O)[O-])c1	-2	-1.6	-38	103*	18	0.8	9	-6	-5
CCOc1ccccc1C(=O)N1CCC(n2nnc3cc(C)ccc32)CC1	1	0.9	-13	22	5	0.8	13	8	-3
CC(Oc1cccc(Cl)c1)C(=O)NCc1ccc(S(N)(=O)=O)cc1 (centres undefined)	21	2.1	-5	20	-1	1.1	0	-5	1
Cc1cc(/C=C2\NC(=S)N(C)C2=O)ccc1N1CCCC1	27	32*	2	-10	1	12*	6	13	-4
O=C(NCc1ccc(Cl)cc1)C1CCCN(S(=O)(=O)c2cnc[nH]2)C1 (centres undefined)	12	-0.5	2	25	3	0.1	10	6	1
O=C(OCc1cccc([N+](=O)[O-])c1)c1cnccn1	-2	1.0	32	-2	-7	0.8	5	-6	-2
Cc1ncoc1C(=O)N1CCc2c([nH]c3ccccc23)C1C(C)(C)C (centres undefined)	21	0.3	0	9	4	0.8	3	-16	-1
CC(=O)N1CCN(Cc2nc3cc(NC(=O)c4ccccc4Cl)ccc3n2C)CC1	-3	-0.1	2	11	6	0.4	8	-11	5
COc1ccc(N2Cc3cccc(C(=O)O)c3C2=O)cc1	20	0.2	-10	-6	-4	-0.6	12	5	1
CN(C)CCNC(=O)c1ccc(Cl)s1	-7	-1.0	2	-16	9	0.2	9	10	-3
OCC1CCCN(C(=S)NCCc2ccccc2)C1 (centres undefined)	16	0.8	-1	-40	27	2.3	17	-9	-3
COc1c(C)cc(Br)cc1C(=O)Nc1ccccc1C	11	-4.1	46	40	7	-0.6	4	-3	7
CCCc1nc2c(sc3nc4c(cc32)COC(C)(C)C4)c(=O)o1	-1	1.2	-2	5	-2	0.3	13	10	9
O=C(CC1(O)C(=O)Nc2ccccc21)c1ccc2c(c1)OCO2 (centres undefined)	-2	2.2	13	7	10	1.0	-1	7	4
CCC(=O)N1CCc2cc(S(=O)(=O)NC(C(=O)NCc3ccc(C)cc3)C(C)C)ccc21 (centres undefined)	20	1.5	-35	7	-16	0.1	3	9	-2
COC(=O)C1CC(c2c(OC)cc(OC)cc2OC)=NO1 (centres undefined)	-13	-0.6	-2	-19	5	-0.1	10	10	1
Cc1cc(C)c(C(=O)OCC(=O)NCc2cccs2)c(C)c1	13	-2.6	-16	-3	2	0.5	6	-13	-1
CC(=O)Nc1ccc(C(F)(F)F)cc1Cl	18	1.4	-8	0	13	1.3	10	-2	.
Cn1c(CCNC(=O)c2ccc(Cl)c(Cl)c2)nnc1SCc1ccc(Cl)c(Cl)c1	7	0.2	0	100*	-28	-0.4	8	2	3
CC1CCC(C(C)C)C(OC(=O)Cn2c(-c3ccccc3)[n+](C)c3ccccc32)C1 (centres undefined)	24&48	-1.1&-0.7	-24&11	54&60	-129&-122	-0.8&-0.1	7&9	11&4	112*

# Screening results (PubChem BioAssay)
